Screening results as filed in PubChem BioAssay.
Spn PMK inh: S. pneumoniae PMK inhibition; purified PMK, PK/LDH-coupled NADH absorbance 340 nm; inhibition, % at 10 µM; actives 0.49% (n = 65,000); AID 539;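 active = top-ranked compounds by inhibition in the single 10 µM screen, taking a fixed number of the strongest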;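 also: 0% = full reaction with DMSO carrier and 100% = background rate without enzyme reaction; no value below 0 was filed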
Alkaline phosphatase: inhibition of tissue-nonspecific alkaline phosphatase – biochemical, luminescent (AID 518) | actives 0.09% (n = 64,000) | purified TNAP enzyme, luminescent substrate readout; higher % means a stronger effect | one-dose inhibition, % at 20 µM; IC50 in µM for titrated hits; in the data active = a potency from the dose series; inactive = the rest, 99 in 100 with inhibition below about 22%;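 also: plate controls were vehicle for no effect and reference inhibitor for full effect; many of its hits are not listed in these tables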
LYP phosphatase: inhibition of human PTPN22 tyrosine phosphatase – biochemical, DiFMUP fluorescence, recombinant catalytic domain, 10 µM, primary screen (AID 606). recombinant LYP catalytic domain, DiFMUP fluorescence; higher % means a stronger effect. 52,000 tested, under 10 active. inhibition, % at 10 µM; hits with a dose series show IC50 in µM;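 active = IC50 under 40 µM in the dose-response test; inactive = IC50 of 40 µM or more, or never dose-tested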
Spn MK inh: inhibitors of Streptococcus pneumoniae mevalonate kinase; purified MK, PK/LDH-coupled NADH absorbance 340 nm; inhibition, % at 10 µM; actives 0.48% (n = 65,000); AID 555;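 active = ranked among the strongest by inhibition in the single 10 µM screen, a fixed top-ranked set picked for dose follow-up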; also: no value below 0 was filed
HPDE-C7 cytotoxicity: HPDE-C7 pancreatic duct cell viability loss – fluorescence, HTS (AID 430). HPDE-C7 pancreatic duct cells viability, fluorescence; higher % means a stronger effect. cytotoxicity, % at 10 µM; hits with a dose series show EC50 in µM. actives 1.8% (n = 63,000);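 also: cells exposed to compound for 48 hours before viability readout; 0% = vehicle and 100% = reference cytotoxic drug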
HT1080 cytotoxicity: HT1080 cell viability loss – fluorescence readout (AID 620); HT1080 viability, fluorescence; higher % means a stronger effect; one-dose cytotoxicity, % at 10 µM; EC50 in µM for titrated hits; actives 0.42% (n = 87,000);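 also: cells exposed to compound overnight then 4 h with Alamar Blue; 0% = vehicle DMSO and 100% = killing control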
Bfl-1 inhibitors: Bfl-1 inhibitors, primary screen, biochemical, fluorescence polarization, FITC-Bid, mouse (AID 432) | actives 0.02% (n = 64,000) | displacement, % at 20 µM, or IC50 in µM where a hit was titrated | FITC-Bid BH3 peptide fluorescence polarization displacement; higher % means a stronger effect; in the data active = a potency from the dose series; inactive = the rest, 99 in 100 with displacement below about 15%; also: strong numbers were not always called active
KRASV12 cytotoxicity: cytotoxicity in KRAS-transformed pancreatic duct cells, primary screen, cell-based, fluorescence, HTS (AID 431); HPDE-C7K KRASV12 cells, Alamar Blue viability, 48 h; higher % means a stronger effect; cytotoxicity, % at 10 µM; hits with a dose series show EC50 in µM; actives 1.7% (n = 63,000);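 active = compounds whose percent cytotoxicity in the single-dose primary screen, scaled between solvent and toxic-drug controls, exceeds 50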;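 also: 0% = DMSO solvent wells and 100% = doxorubicin-treated wells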
Spn DPM-DC inh: blocks S. pneumoniae diphosphomevalonate decarboxylase; purified DPM-DC, PK/LDH coupled NADH fluorescence; calls only at 10 µM; actives 0.49% (n = 65,000);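 active = the 320 compounds with the highest percent inhibition in the single-dose primary screen, excluding strongly autofluorescent ones, cut at about 32% in these data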;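 also: kinetic rate of NADH fluorescence loss reporting ADP formed by the decarboxylase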
Spn PMK inh pilot replicates: recorded beside Spn PMK inh, whose call it bears; inhibition, %; measured here: pilot screen replicates
Spn MK inh pilot replicates: further read-out of Spn MK inh, marked with its call; inhibition, %; measured here: pilot screen replicates
Spn DPM-DC inh pilot screen %: also measured in Spn DPM-DC inh; calls as there; inhibition, %; measured here: pilot screen trials
* = called active by the depositor; i = inactive; · = not tested or not shown. Rule as the data show it, unless noted: active = cytotoxicity above about 50%; inactive = the rest.

SMILES	Spn PMK inh	Alkaline phosphatase	LYP phosphatase	Spn MK inh	HPDE-C7 cytotoxicity	HT1080 cytotoxicity	Bfl-1 inhibitors	KRASV12 cytotoxicity	Spn DPM-DC inh	others
COCc1[nH]nc2c1C(c1ccc(OC)cc1)C(C#N)=C(N)O2 (configuration not stated)	11.0	16.1%	3.2%	1.0	12.5%	-0.4%	5.1%	0.9%	i
O=C(CP(=O)(CO)CO)c1ccc(Cl)cc1	11.0	8.8%	13.7%	1.0	3.1%	-5.2%	0.0%	-6.5%	i	Spn PMK inh pilot replicates=0.0;Spn MK inh pilot replicates=0.0;Spn DPM-DC inh pilot screen %=0.0
CCSc1nnc(NC(=O)NCC(F)(F)F)s1	0.0	-0.6%	-2.9%	10.0	0.1%	-12.6%	38.9%	-1.3%	i
Cc1ccc(-c2nnn(CC(=O)NCC3COCCO3)n2)o1 (configuration not stated)	13.0	10.3%	·	1.0	-12.4%	-4.0%	-4.8%	-18.1%	i
CCCCCCN1C(=O)C(O)=C(C(C)=O)C1c1ccc(Cl)cc1 (configuration not stated)	11.0	13.5%	·	6.0	-5.3%	-6.4%	-4.0%	2.1%	i
O=C(c1ccccc1)c1ccc(CN2C(=O)c3ccccc3C2=O)o1	0.0	1.9%	12.8%	6.0	-13.0%	12.9%	-0.9%	-4.4%	i
CN(C)S(=O)(=O)c1ccc(C(=O)Oc2ccccc2)cc1	5.0	1.0%	1.1%	4.0	-18.2%	0.8%	5.6%	-19.9%	i
O=c1[nH]c(SCc2ccc(F)cc2)nc2c1cnn2-c1ccc(F)cc1	0.0	16.8%	3.7%	4.0	-2.0%	0.3%	-0.7%	-2.4%	i	Spn PMK inh pilot replicates=0.0;Spn MK inh pilot replicates=2.5;Spn DPM-DC inh pilot screen %=0.0
Cc1nc(NC(=O)c2ccccc2)sc1-c1csc(NCc2ccco2)n1	21.0	10.2%	1.6%	0.0	63.4%*	2.3%	-1.9%	73.6%*	i	Spn PMK inh pilot replicates=1.5;Spn MK inh pilot replicates=0.5;Spn DPM-DC inh pilot screen %=3.0
O=C(Cc1ccccc1)Nc1c2c(nn1-c1cccc(Cl)c1)CS(=O)(=O)C2	19.0	14.9%	3.9%	0.0	2.5%	12.2%	1.7%	-5.3%	i
CN(C)c1nc(Nc2ccccc2)nc(Oc2ccc(=O)[nH]n2)n1	14.0	7.9%	3.0%	0.0	-1.5%	6.2%	2.7%	-3.2%	i
Cc1ccsc1-c1nc(CSCC(=O)NCc2ccc3c(c2)OCO3)c(C)o1	6.0	-1.4%	1.1%	6.0	5.8%	-4.7%	-4.9%	6.2%	i
O=C1CN(C(=O)COC(=O)Cc2ccsc2)c2ccccc2N1	8.0	4.0%	9.8%	2.0	0.8%	-3.0%	4.1%	-2.8%	i
O=C(NCCNC(=O)C1CC2CCC1C2)C1CC2CCC1C2 (configuration not stated)	9.0	7.1%	13.1%	5.0	-29.8%	1.6%	-10.3%	-24.2%	i
COc1cccc(NS(=O)(=O)c2nc3nc(C)cc(C)n3n2)c1	0.0	-0.2%	6.0%	0.0	6.9%	1.1%	3.7%	12.8%	i
Cc1cc(C(=O)CC#N)c(C)n1-c1ccc(OC(F)F)cc1	7.0	3.1%	·	3.0	-22.3%	-4.6%	-3.1%	-18.9%	i
Cc1c(N=Cc2ccco2)c(=O)n(-c2ccccc2)n1C	16.0	7.9%	·	4.0	·	-7.7%	-12.6%	·	i
COC(=O)CCC(=O)c1oc2ccc(Br)cc2c1N	9.0	·	-2.5%	3.0	·	2.6%	·	·	i
CN1C(=O)NC(c2ccccc2)C2=C1CN(Cc1ccco1)C2=O (configuration not stated)	4.0	-7.5%	0.8%	4.0	-17.1%	-4.8%	-2.0%	-15.9%	i
COC(=O)c1ccc(CSc2ncnc3c2oc2ccccc23)o1	6.0	1.7%	·	0.0	7.3%	0.3%	-5.2%	-3.3%	i

Among those listed so far, two contain a cyano group.
SMILES	Spn PMK inh	Alkaline phosphatase	LYP phosphatase	Spn MK inh	HPDE-C7 cytotoxicity	HT1080 cytotoxicity	Bfl-1 inhibitors	KRASV12 cytotoxicity	Spn DPM-DC inh	others
COCc1[nH]nc2c1C(c1ccc(OC)cc1)C(C#N)=C(N)O2 (configuration not stated)	11.0	16.1%	3.2%	1.0	12.5%	-0.4%	5.1%	0.9%	i
Cc1cc(C(=O)CC#N)c(C)n1-c1ccc(OC(F)F)cc1	7.0	3.1%	·	3.0	-22.3%	-4.6%	-3.1%	-18.9%	i

The listing picks up, starting 2 compounds before the break.
SMILES	Spn PMK inh	Alkaline phosphatase	LYP phosphatase	Spn MK inh	HPDE-C7 cytotoxicity	HT1080 cytotoxicity	Bfl-1 inhibitors	KRASV12 cytotoxicity	Spn DPM-DC inh	others
CN1C(=O)NC(c2ccccc2)C2=C1CN(Cc1ccco1)C2=O (configuration not stated)	4.0	-7.5%	0.8%	4.0	-17.1%	-4.8%	-2.0%	-15.9%	i
COC(=O)c1ccc(CSc2ncnc3c2oc2ccccc23)o1	6.0	1.7%	·	0.0	7.3%	0.3%	-5.2%	-3.3%	i
CCOC(=O)C1CCCN(C(=O)Cn2cnc3c2c(=O)n(C)c(=O)n3C)C1 (configuration not stated)	4.0	6.8%	-5.2%	3.0	-14.4%	0.7%	-3.0%	-7.8%	i
O=C(O)C1(NS(=O)(=O)c2ccc(F)c(Cl)c2)CCCCC1	0.0	13.4%	3.3%	9.0	-1.8%	5.7%	-5.7%	-10.5%	i
O=S(=O)(Nc1ccc2c(c1)OCO2)c1cccs1	9.0	13.1%	17.1%	14.0	15.6%	-8.9%	-4.2%	22.8%	i
COc1ccccc1-c1nc(C#N)c(N2CCN(c3ccccc3)CC2)o1	14.0	9.7%	1.2%	14.0	-21.1%	-0.7%	1.0%	15.5%	i	Spn PMK inh pilot replicates=0.0;Spn MK inh pilot replicates=0.0;Spn DPM-DC inh pilot screen %=4.5
O=C(CSc1ncnc2c1cnn2-c1ccccc1Cl)N1CCN(C(=O)c2ccco2)CC1	9.0	6.6%	·	8.0	3.3%	1.7%	-0.8%	7.9%	i
CCN1CCN(Cc2cc(=O)oc3cc(C)cc(C)c23)CC1	7.0	5.0%	·	10.0	2.1%	0.1%	-3.1%	7.2%	i
CN(C)C(=O)N1CCC(C(=O)NCc2ccc(F)cc2Cl)CC1	17.0	-1.0%	13.0%	0.0	-19.4%	7.8%	2.6%	-12.6%	i
COCCNC(=O)c1c(N)sc2c1CCCC2	12.0	3.1%	·	2.0	4.8%	-1.9%	-10.8%	4.7%	i
COc1ccc(S(=O)(=O)Cc2ccccc2)cc1N	1.0	3.9%	1.9%	·	2.3%	-0.6%	-4.5%	0.1%	i
CCOC(=O)c1cnc2c(-c3ccccc3)c(C)nn2c1N	18.0	5.7%	·	4.0	-16.5%	5.9%	-6.3%	4.6%	i
COc1ccc(CCC(=O)N2CC(C)OC(C)C2)cc1 (configuration not stated)	8.0	3.3%	16.2%	9.0	-0.7%	4.0%	-0.7%	-9.2%	i
NCCCCCc1nnc(SCc2ccccc2Cl)o1	8.0	11.2%	0.4%	11.0	5.3%	-18.6%	-2.3%	8.2%	i
COc1ccccc1NC(=O)CNS(=O)(=O)c1ccccc1	6.0	10.8%	5.2%	4.0	2.3%	1.7%	-7.7%	-5.4%	i
Cc1cc(C)nc(N(C#N)CC(=O)N2CCC(C(N)=O)CC2)n1	4.0	8.3%	12.4%	0.0	4.6%	-3.9%	-5.7%	-6.1%	i	Spn PMK inh pilot replicates=1.5;Spn MK inh pilot replicates=0.5;Spn DPM-DC inh pilot screen %=2.5
Clc1ccc(Cc2noc(CN3CCN(c4ccccc4)CC3)n2)c(Cl)c1	3.0	13.6%	-4.0%	6.0	5.5%	-7.5%	-1.5%	5.9%	i
O=C1c2ccccc2C(=O)C12Cc1ccccc1N1CCN(c3ccccc3)CC12 (configuration not stated)	3.0	11.7%	11.8%	9.0	-7.2%	4.5%	-0.4%	-1.5%	i
Cc1nc2c(cnn2-c2ccc(Cl)cc2)c(=O)n1-c1ccc2c(c1)OCCO2	15.0	7.3%	·	8.0	-9.2%	-5.2%	-5.1%	-2.7%	i
COc1ncnc2c1oc1nc(C(C)C)c3c(c12)CC(C)(C)OC3	5.0	-13.3%	6.4%	2.0	-13.3%	-13.1%	1.9%	-1.2%	i
CC(=O)Nc1nc(=S)n(-c2ccccc2)[nH]1	0.0	9.0%	11.4%	3.0	-4.3%	-4.5%	-0.3%	-7.5%	i
CCc1nnc(NC(=O)CCC(=O)O)s1	0.0	2.9%	-3.1%	2.0	0.5%	-6.8%	-7.3%	7.1%	i
O=C(O)C1C2CCC(C2)C1C(=O)NCc1ccco1 (configuration not stated)	6.0	5.1%	-12.9%	8.0	-0.3%	-1.9%	-5.1%	3.8%	i
O=C(CCC(=O)N(Cc1ccco1)C(C(=O)NC1CCCC1)c1ccncc1)Nc1cccnc1 (configuration not stated)	6.0	10.6%	·	2.0	-1.4%	1.2%	7.1%	5.4%	i
O=C(Cn1cnc2c(nnn2Cc2ccccc2)c1=O)NCc1ccco1	7.0	2.9%	14.3%	8.0	-11.6%	-1.6%	1.7%	5.2%	i
CS(=O)(=O)N(CC(=O)N1CCCCCC1)c1cccc(Br)c1	0.0	7.2%	10.1%	5.0	-8.3%	4.8%	-4.1%	1.8%	i
CCOc1ccc(-n2c(SCC(=O)Nc3nccs3)nc3c(c2=O)SCC3)cc1	10.0	13.8%	·	0.0	-0.7%	-3.6%	0.9%	5.2%	i
CCOCCCNC(=O)C(C)NS(=O)(=O)c1ccc(C)cc1 (configuration not stated)	2.0	8.9%	-1.1%	4.0	-15.7%	2.4%	1.5%	-12.4%	i
CSc1ccc(-c2cc(=O)c3ccccc3o2)cc1	14.0	13.3%	11.8%	0.0	-8.7%	15.3%	9.6%	-9.8%	·	Spn PMK inh pilot replicates=0.0;Spn MK inh pilot replicates=2.0
CC(=O)c1c(COC(=O)c2cccnc2)nc2ccccc2[n+]1[O-]	9.0	10.2%	2.8%	9.0	-5.0%	7.0%	-0.9%	8.8%	i
Cc1cccc(OCC2=N/C(=C\N(C)C)C(=O)O2)c1	13.0	8.0%	11.1%	5.0	1.4%	7.4%	5.7%	1.8%	i
CCCCOP(=O)(c1ccc(N(C)C)cc1)C(O)c1ccccc1F (configuration not stated)	7.0	4.6%	4.8%	0.0	2.8%	1.8%	-2.3%	0.3%	i
CNC(=O)CN(C1CCCCC1)S(=O)(=O)c1ccc(F)cc1	9.0	3.6%	12.7%	4.0	-12.8%	-1.6%	-4.3%	-9.7%	i
CCc1nnc(NC(=O)CSc2nccn2-c2cccc(C)c2)s1	0.0	11.7%	-11.2%	9.0	-2.4%	-4.9%	10.4%	-2.0%	i
Oc1ccc2ccccc2c1C=NC12CN3CCN(CN(C3)C1)C2	0.0	8.4%	i	2.0	0.3%	-1.9%	2.2%	0.4%	i
CCOC(=O)C1=C(C)N(C2CCCCC2)C(=O)C1	0.0	0.2%	-1.3%	0.0	-8.5%	-3.1%	-4.2%	0.8%	i
